# A3A deaminase = human APOBEC3A DNA deaminase inhibition | inhibition, % at 20 µM | recombinant A3A, FAM/TAMRA ssDNA deamination fluorescence | 330,000 compounds, 0.41% hits | P31941;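 active = at least 40% inhibition at 20 µM here, with at most 30% in a related deaminase screen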;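 note: plate controls were A3A with DMSO for no effect and wells lacking A3A enzyme for full effect; some results filed as inactive read as strong as hits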
# mIAP act = increases mouse intestinal alkaline phosphatase activity; muIAP, CDP-Star luminescence, 30 min; stronger effect = higher value; 1 = vehicle-only enzyme signal, 0 = enzyme-free wells; activation factor at 10 µM; 330,000 compounds, 0.24% hits; AID 2805;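 active = activation factor of at least 2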; note: the source names both 10 and 20 µM as test concentration; values of inactives mirror those of a sister screen read the other way
#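 System: mouse IAP enzyme. Reagent: CDP-Star chemiluminescent phosphatase substrate. Benchmarks: DMSO wells, no-enzyme wells. Times: 30 min enzyme-substrate-compound incubation at room temperature. Detection: luminescence from enzymatic CDP-Star hydrolysis. Doses: test compounds delivered from DMSO solution.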
# ATG4B inhibitor = blocks human ATG4B protease cleavage of LC3 substrate | inhibition, % at 8.33 µM | Q9Y4P1 | ATG4B cleavage of LC3-PLA2, NBD-HPC fluorescence, 1 h | 340,000 compounds, 0.51% hits; in the data active = inhibition above about 40%
# PfG6PD inh = PfG6PD (Plasmodium falciparum) enzyme inhibition; 350,000 compounds, 0.78% hits; AID 504690; inhibition, % at 20 µM; PfGluPho enzyme, NADPH resazurin-diaphorase fluorescence;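 active = inhibition reaching at least a set limit at 20 µM in the primary screen, cut at about 59% in these data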;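 note: 0% = DMSO wells with substrate and 100% = DMSO wells lacking glucose-6-phosphate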
# hIAP inh = blocks human intestinal alkaline phosphatase. P09923. purified IAP, CDP-Star luminescence, 30 min. inhibition, % at 10 µM. 330,000 compounds, 0.12% hits;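 active = inhibition reaching a set limit with compound at 10 µM in the primary screen, cut at about 35% in these data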;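 note: plate controls were DMSO wells with enzyme for no effect and no-enzyme buffer wells for full effect; values of inactives mirror those of a sister screen read the other way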
# hIAP activ = increases human intestinal alkaline phosphatase activity; P09923; purified human IAP, CDP-Star luminescence, 30 min; stronger effect = higher value; 1 = vehicle-only enzyme, 0 = enzyme-free background; activation factor at 10 µM; 330,000 compounds, 0.16% hits; AID 2524;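 active = activation factor of the enzyme at least 2-fold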; note: the source names both 10 and 20 µM as test concentration; values of inactives mirror those of a sister screen read the other way
# mIAP inh = blocks mouse intestinal alkaline phosphatase; purified mouse IAP, CDP-Star luminescence, 30 min; inhibition, % at 10 µM; 330,000 compounds, 0.2% hits; AID 2806;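 active = inhibition of at least 40% at 10 µM in the primary screen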;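 note: plate controls were DMSO with enzyme for no effect and no enzyme wells for full effect; values of inactives mirror those of a sister screen read the other way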
# HKDC1 inhibitor = blocks human hexokinase HKDC1 activity. 340,000 compounds, 0.16% hits. inhibition, % at 20 µM. Q2TB90. AID 493160. recombinant HKDC1, G6PDH/diaphorase resazurin coupled fluorescence;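 active = inhibition above about 35% when tested at 20 µM, limit read from the data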;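 note: plate controls were DMSO wells with enzyme for no effect and DMSO wells lacking enzyme for full effect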
# Target sequence (Q2TB90 whole entry, looked up): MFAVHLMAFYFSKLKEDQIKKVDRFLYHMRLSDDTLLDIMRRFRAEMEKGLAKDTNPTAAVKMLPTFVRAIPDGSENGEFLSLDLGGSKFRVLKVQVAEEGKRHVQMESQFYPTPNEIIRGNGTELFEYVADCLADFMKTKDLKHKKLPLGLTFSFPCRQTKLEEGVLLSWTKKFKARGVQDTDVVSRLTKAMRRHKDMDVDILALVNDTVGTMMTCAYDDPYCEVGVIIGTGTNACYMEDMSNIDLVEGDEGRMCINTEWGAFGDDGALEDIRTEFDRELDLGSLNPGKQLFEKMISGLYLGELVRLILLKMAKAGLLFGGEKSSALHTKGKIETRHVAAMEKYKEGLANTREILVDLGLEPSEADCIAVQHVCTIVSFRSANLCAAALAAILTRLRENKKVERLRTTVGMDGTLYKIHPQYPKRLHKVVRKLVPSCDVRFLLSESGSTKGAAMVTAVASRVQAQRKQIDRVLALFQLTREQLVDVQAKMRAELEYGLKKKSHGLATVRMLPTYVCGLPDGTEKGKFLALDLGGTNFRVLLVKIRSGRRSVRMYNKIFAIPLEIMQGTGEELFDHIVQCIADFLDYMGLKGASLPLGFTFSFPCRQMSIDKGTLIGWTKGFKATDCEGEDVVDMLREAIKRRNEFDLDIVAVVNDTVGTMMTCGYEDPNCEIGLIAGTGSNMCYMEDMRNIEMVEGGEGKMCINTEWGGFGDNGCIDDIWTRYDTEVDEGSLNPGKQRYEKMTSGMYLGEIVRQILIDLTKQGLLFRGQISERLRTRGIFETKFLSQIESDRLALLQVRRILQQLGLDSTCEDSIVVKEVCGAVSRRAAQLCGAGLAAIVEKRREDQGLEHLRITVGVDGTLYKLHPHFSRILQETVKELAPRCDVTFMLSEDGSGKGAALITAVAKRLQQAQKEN
#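 Assay system: recombinant HKDC1 hexokinase; detection: coupled resazurin fluorescence, excitation 525 nm, emission 613 nm; benchmarks: DMSO-plus-enzyme-mix negative control, buffer-substituted positive control; compound dosing: single 20 µM dose; schedule: 90 min at room temperature in dark; also added: glucose plus 1 mM ATP as hexokinase substrates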
# Starred values were filed as active, the others as inactive.
# Sample of the layout, 4 compounds:
SMILES,A3A deaminase,mIAP act,ATG4B inhibitor,PfG6PD inh,hIAP inh,hIAP activ,mIAP inh,HKDC1 inhibitor
CCCC(=O)N(CCN1CCOCC1)c1nc2c(C)ccc(C)c2s1,-2,0.97,-6,13,-32,1.3,3,1
COc1ccc(-c2cc(C(F)(F)F)nc(SCC(=O)Nc3ccc4c(c3)OCO4)n2)cc1OC,3,0.81,0,15,-8,1.1,18,0
CC1CN(C(=O)c2cccc(Oc3ccccc3)c2)CC(C)O1 (stereo not given),-2,0.95,5,-4,-1,1,5,-4
CCn1cc(CN2CCC(C(=O)Nc3cccc(-c4cccc(OC)c4)c3)CC2)cn1,1,1,-2,-3,-13,1.1,-1,-7

# The list itself (from the top)
SMILES,A3A deaminase,mIAP act,ATG4B inhibitor,PfG6PD inh,hIAP inh,hIAP activ,mIAP inh,HKDC1 inhibitor
CCCC(=O)N(CCN1CCOCC1)c1nc2c(C)ccc(C)c2s1,-2,0.97,-6,13,-32,1.3,3,1
COc1ccc(-c2cc(C(F)(F)F)nc(SCC(=O)Nc3ccc4c(c3)OCO4)n2)cc1OC,3,0.81,0,15,-8,1.1,18,0
CC1CN(C(=O)c2cccc(Oc3ccccc3)c2)CC(C)O1 (stereo not given),-2,0.95,5,-4,-1,1,5,-4
CCn1cc(CN2CCC(C(=O)Nc3cccc(-c4cccc(OC)c4)c3)CC2)cn1,1,1,-2,-3,-13,1.1,-1,-7
COc1cccc(CNC(=O)CCC2CCCN(c3cc(C)nc(N(C)C)n3)C2)c1 (stereo not given),-3,0.79,16,18,-18,1.2,21,-2
CCNC(=O)N(C)C[C@H]1N[C@@](C)(C(=O)OC)[C@H]2C(=O)N(C)C(=O)[C@@H]12,-4,1.1,-2,4,-24,1.2,-10,-4
O=C(CNC(=S)N(CCCN1CCOCC1)Cc1cccs1)NCc1ccccc1Cl,-5,1,-1,-13,-110,2.1*,-1,3
O=C(CSc1cccc(C(F)(F)F)c1)N1CCN(S(=O)(=O)c2ccccc2)CC1,-2,1,-31,8,-22,1.2,-4,-7
Cc1onc(-c2ccccc2Cl)c1C(=O)N1CCCC1,4,1,-2,-22,7,0.93,-4,1
O=C(CN1CCC(O)(c2ccc3c(c2)OCO3)CC1)N1CCOCC1,0,0.96,-3,6,12,0.88,4,-7
Cc1ccc(C)c(S(=O)(=O)N2CCN(C(=O)c3cccn3C)CC2)c1,-3,0.97,1,-18,-5,1,3,-5
CS(=O)(=O)N(CC(=O)N1CCN(c2cccc(Cl)c2)CC1)C1CCCCC1,0,0.98,-12,46,-12,1.1,2,6
Cc1ccccc1OCCn1cc(C(=O)O)c2ccccc21,-4,0.95,4,-27,7,0.93,5,0
CCCCCCCCNC(=O)c1cnsn1,1,1.1,8,-20,9,0.91,-10,6
CCc1cccc2c(C(=O)CN3C(=O)NC4(CCc5ccccc54)C3=O)c[nH]c12 (stereo not given),14,1.1,2,4,6,0.94,-10,3

# Copied from the list:
# COc1ccc(-c2cc(C(F)(F)F)nc(SCC(=O)Nc3ccc4c(c3)OCO4)n2)cc1OC in hIAP activ reads 1.1
# O=C(CSc1cccc(C(F)(F)F)c1)N1CCN(S(=O)(=O)c2ccccc2)CC1 in HKDC1 inhibitor reads -7

# Next part.
SMILES,A3A deaminase,mIAP act,ATG4B inhibitor,PfG6PD inh,hIAP inh,hIAP activ,mIAP inh,HKDC1 inhibitor
O=C(O)c1c(Cl)c(Cl)c(Cl)c(Cl)c1C(=O)N1CCCC1,1,1,-8,-28,-12,1.1,0,-2
O=c1[nH]c(COc2ccc(Cl)cc2Br)nc2ccccc12,-2,0.97,-7,4,14,0.86,3,-1
Cc1ccc(OCC(=O)N/N=C/c2ccc([N+](=O)[O-])o2)cc1,-5,0.67,6,20,-5,1.1,33,-6
Cc1nn(CCN)c(C)c1Cl,1,0.97,4,-5,4,0.96,2,0
CCOC(=O)c1c(C)[nH]c(C(=O)OCc2ccccc2F)c1C,-1,1,-8,12,0,1,-1,-3
O=S(=O)(c1cccc(-c2nc3ccccc3s2)c1)N1CCCC1,3,0.89,-11,5,14,0.86,11,-6
CCCCCCSc1ccc(-c2nc3ccc(C)cn3c2NCc2ccccc2)cc1,3,1.1,-2,10,-8,1.1,-10,5
Cc1nc(C)c(C(=O)N(c2ccc(F)cc2)C(C(=O)NCC2CCCO2)c2ccccc2)s1 (stereo not given),-1,1.1,-10,6,-9,1.1,-7,-4
COc1ccc(CNC(=O)c2nn(-c3ccccc3)cc2OC)cc1,5,0.93,-3,17,7,0.93,7,-3
CCCn1nnc(NC(=O)c2cccc(OCc3ccccc3)c2)n1,2,0.98,1,-22,4,0.96,2,-1
Cc1nnc(SCCn2c(N3CCC(C)CC3)nc3c2c(=O)n(C)c(=O)n3C)s1,0,0.91,-7,4,-16,1.2,9,-6
COc1ccc(C(=O)NCc2nnc(SCC(=O)Nc3nc4ccc(C)cc4s3)o2)cc1OC,-5,0.82,-8,-21,-35,1.3,18,-6
CN(Cc1ccccc1)C(=O)c1ncn(C)c1C(=O)N(C)Cc1ccccc1,60*,1.1,3,-3,2,0.98,-6,0
COc1ccc(C(=O)C2CCCN(C(=O)c3cccs3)C2)cc1F (stereo not given),4,0.88,6,-3,-6,1.1,12,-3
Cc1nc(C(=O)O)cc2c1[nH]c1ccccc12,-2,0.82,1,-3,9,0.91,18,5

# Structural class, those above with a CF3 group
SMILES,A3A deaminase,mIAP act,ATG4B inhibitor,PfG6PD inh,hIAP inh,hIAP activ,mIAP inh,HKDC1 inhibitor
COc1ccc(-c2cc(C(F)(F)F)nc(SCC(=O)Nc3ccc4c(c3)OCO4)n2)cc1OC,3,0.81,0,15,-8,1.1,18,0
O=C(CSc1cccc(C(F)(F)F)c1)N1CCN(S(=O)(=O)c2ccccc2)CC1,-2,1,-31,8,-22,1.2,-4,-7

# Other structures
SMILES,A3A deaminase,mIAP act,ATG4B inhibitor,PfG6PD inh,hIAP inh,hIAP activ,mIAP inh,HKDC1 inhibitor
CCCN(c1ccc(C)cc1)c1nc(=O)c2cccnc2s1,0,1,-1,-10,2,0.98,0,10
O=C1CC(N2CCN(C(c3ccccc3)c3ccccc3)CC2)C(=O)N1 (stereo not given),-12,1.1,-8,-24,-4,1,-6,-9
CCc1cc(C(=O)OC)c(NC(=O)CN2CCN(C(=O)C3CCCO3)CC2)s1 (stereo not given),9,0.99,8,20,-16,1.2,1,-5
Cc1nc2sc3c(c2c(=N)n1N)CCCC3,1,0.94,5,-7,-4,1,6,-5
O=C(c1cc(F)c(F)cc1Cl)N1CCN(S(=O)(=O)c2cccs2)CC1,1,0.9,-8,-2,6,0.94,10,-3
CCC(C)C(NC(=O)C1CCC(C)CC1)C(=O)NCCc1ccc(S(N)(=O)=O)cc1 (stereo not given),-1,0.9,5,-15,3,0.97,10,1
COc1ccc(/C=C/C(=O)N2CCOCC2)cc1OC,-3,1.1,-8,10,3,0.97,-5,-1
O=C(Cn1c(O)c(/C=C2\C=Nc3ccccc32)sc1=O)Nc1ccc2c(c1)OCO2,2,0.92,19,-19,14,0.86,8,-9
CCOc1cc(/C=C(\C#N)C(=O)Nc2ccc(S(N)(=O)=O)cc2)ccc1OCCN1CCOCC1,-1,0.98,-10,4,-3,1,2,0
CC(Sc1nc2c(c(=O)n(C)c(=O)n2C)n1Cc1cc2c(cc1Cl)OCO2)C(=O)O (stereo not given),0,1.1,3,-29,-30,1.3,-8,-4
Cc1ccc(N2C(=O)CC(Nc3ccccc3)C2=O)cc1 (stereo not given),-1,1,-9,-7,18,0.81,-3,-10
Cc1ccsc1C(=O)OCC(=O)NCc1ccco1,-2,0.99,-3,8,-5,1.1,1,-3
Cc1ccc(NC(=O)c2cc(=O)c3ccccc3o2)cc1S(=O)(=O)N1CCOCC1,3,0.94,-4,8,0,1,6,0
CCn1c(C)nnc1SCC(=O)Nc1nccs1,-3,0.99,2,9,-8,1.1,1,-5
Cc1ccc2cc(/C=N/NC(=O)c3ccccc3[N+](=O)[O-])c(Cl)nc2c1,-6,1.2,-21,9,-12,1.1,-16,10
COc1cnc(-c2ccccc2)nc1Oc1ccc(C(C)(C)C)cc1,0,0.88,13,20,12,0.88,12,4
CC(C)(C)OC(=O)NCCCCCc1cn(CC(=O)NCCCCCCCCCCC(=O)N2CCN(C(=O)OC(C)(C)C)CC2)nn1,6,1.4,-3,-8,6,0.94,-38,-2
CC(C)[C@H]1CC[C@@H](C)C(C(=O)c2ccccc2)C1=O (stereo not given in full),0,1,-4,1,7,0.93,-4,-11
COc1ccc(S(=O)(=O)N2CCN(C(=O)Cc3cccs3)CC2)cc1,2,0.95,-19,14,5,0.95,4,-7
Cc1ccc(C(=O)Nc2nc(C)c(C(=O)N(C)C)s2)o1,-1,1,-6,-2,-10,1.1,0,-7
O=C(/C=C/c1cccc([N+](=O)[O-])c1)N1CCOCC1,-2,1,-4,-9,-10,1.1,0,-10
Cc1nccn1CCC(=O)Nc1ccc(Cl)cc1,3,0.93,-6,18,0,1,7,-4
CN(c1ccccc1)S(=O)(=O)c1cccc(NC(=O)Cc2c(F)cccc2Cl)c1,1,2.3*,6,-2,-29,1.3,-130,7
COc1ccccc1Nc1nc(-c2sc(NC(=O)C(C)(C)C)nc2C)cs1,-4,0.94,-30,15,0,0.99,6,-1
COc1ccc(-n2c(=O)c3c4c(sc3n3c(=S)[nH]nc23)COC(C(C)C)C4)cc1 (stereo not given),-8,0.95,4,30,21,0.79,5,7
CN(Cc1ccccc1)C(=O)c1ccc(NC(=O)Cc2cccc(NC(=O)C3CCN(C(=O)C4CCCCC4)CC3)c2)cc1,0,1.4,-4,-12,11,0.89,-37,-6
O=C(NNC(=O)c1ccco1)c1csc(N2CCOCC2)n1,1,0.82,-4,2,-78,1.8,18,-4
Cc1nc2c3cc(F)ccc3n(Cc3ccc(F)cc3)c2s1,-3,0.88,-3,20,-22,1.2,12,-18

# Three structures from above, ordered by length of the SMILES, rising:
SMILES,A3A deaminase,mIAP act,ATG4B inhibitor,PfG6PD inh,hIAP inh,hIAP activ,mIAP inh,HKDC1 inhibitor
Cc1ccc(C(=O)Nc2nc(C)c(C(=O)N(C)C)s2)o1,-1,1,-6,-2,-10,1.1,0,-7
COc1ccc(S(=O)(=O)N2CCN(C(=O)Cc3cccs3)CC2)cc1,2,0.95,-19,14,5,0.95,4,-7
COc1ccc(-n2c(=O)c3c4c(sc3n3c(=S)[nH]nc23)COC(C(C)C)C4)cc1 (stereo not given),-8,0.95,4,30,21,0.79,5,7

# Bioassay records from PubChem BioAssay.

# The order is random. About 2.4% of those tested had a hit in this group.
